# CCT chaperon mod: modulators of cytosolic chaperonin (CCT/TRiC) activity. hit rate 0.3% among 360,000. purified chaperonin ATPase assay, HTRF ADP detection, 30 min. activity change, % (test concentration not listed), hits read low; in the data active = activity change below about -30%; note: % is set by controls: 0 for no effect and ±100 for the full control effect
#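 Enzyme 40 or 20 nM (batch-dependent) in Tris pH 7.4/KCl/MgCl2/DTT; cpd 76 uM single point; ATP 10 uM; 30 min 37 °C; Transcreener ADP HTRF detection, 30 min RT; ratio 665/615.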
# Nrf2 block: blocks Nrf2 signaling; A549 ARE-Fluc reporter, luciferase luminescence, 18-24 h; Potency, µM (highest dose often 46 µM), for the others: top-dose activity change, negative = inhibition, hits mostly inhibitors; AID 504444; hit rate 2.1% among 360,000; note: potency is the fitted concentration of half-maximal effect; % is set by controls: 0 for no effect and ±100 for the full control effect; nearly all actives have a fitted effect of over 60% in size
#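 Quantitative HTS in A549 cells stably bearing an antioxidant response element-firefly luciferase construct. Inhibition of Nrf2-driven transcription was scored by luminescence after 18-24 h of compound exposure at 37 °C.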
# Abeta rescue: A-beta toxicity reversal in yeast; yeast expressing A-beta42, growth rescue, OD600, 48 h; response scale: 0% DMSO, 100% iron-clioquinol control; Potency, µM (series often up to 46.1 µM), inactives show top-dose growth rescue, usual class: activators; hit rate 0.063% among 410,000; note: potency is the fitted concentration of half-maximal effect; nearly all actives have a fitted effect of over 55% in size
#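 Growth rescue measured by 600 nm absorbance after 48 h yeast culture at 30 C with compound. Values normalized between DMSO and an equimolar ferric chloride plus clioquinol control.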
# MmCpn inh: M. maripaludis TRiC chaperonin inhibition. hit rate 0.031% among 330,000. AID 504842. purified Mm-Cpn ATPase, ADP Transcreener TR-FRET. Potency, µM (titrated, usually from 76.9 µM), for inactives: at the highest dose activity, negative = inhibition, hits mostly inhibitors; note: potency is the fitted concentration of half-maximal effect; % is set by controls: 0 for no effect and ±100 for the full control effect; nearly all actives have a fitted effect of over 80% in size
#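 Purified archaeal chaperonin (25 nM final) was preincubated with compound for 10 min at 37°C, then ATP (10 uM final) was added for 30 min at 37°C in Tris pH 7.4/KCl/MgCl2/DTT buffer. ADP was quantified by HTRF Transcreener TR-FRET.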
# Nrf2 activator: activates Nrf2 signaling. AREc32 ARE-luciferase reporter (MCF7-derived line), luminescence, 24 h. AID 624171. Potency, µM (top dose mostly 46.1 µM), for the others: at the top dose activation, actives largely listed as activators. hit rate 0.31% among 410,000; note: potency is the fitted concentration of half-maximal effect; % of control where 0% means no effect; nearly all actives have a fitted effect of over 65% in size
#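 Reporter line AREc32 (ARE-Fluc), seeded overnight in OPTI-MEM with 5% FBS; compound pin-transferred, 24 hr at 37 deg C, 5% CO2; luminescent read-out.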
# A549 viability: counter-screen for Nrf2 inhibitors: cytotoxicity in A549 cells | A549 ARE-Fluc cells, CellTiter-Fluor viability, 18-24 h | Potency, µM (series often up to 46 µM), for inactives: at the highest dose activity change, negative = cytotoxicity, hits mostly inhibitors | hit rate 0.16% among 390,000; note: potency is the fitted concentration of half-maximal effect; % is set by controls: 0 for no effect and ±100 for the full control effect
#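 A549 ARE_Fluc cells in 5% FBS OPTI-MEM were exposed to compounds in concentration-response for 18-24 h at 37 deg C. Viability was read by CellTiter-Fluor fluorescence (Ex 405/Em 525) after 30 min, before the luciferase read.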
# HepG2 tox: HepG2 cytotoxicity, counter-screen for TGF-b inhibitors; HepG2 CAGA-GFP viability, ATP luminescence, 18 h; Potency, µM (doses to about 46.1 µM), for inactives: top-dose activity change, negative = cytotoxicity, most hits filed as cytotoxic; hit rate 0.76% among 410,000; note: potency is the fitted concentration of half-maximal effect; some results filed as inactive show a strong effect at the top dose
#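 HepG2 CAGA-GFP cells (1000/well, DMEM with 1% FBS) received compound, then TGF-beta at 500 pg/mL final, and were incubated 18 hours at 37 degrees C. Viability was read by CellTiter-Glo luminescence. Media-only wells were set as complete cell-killing and DMSO as no toxicity.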
# Akt phos inh: blocks phosphorylation of Akt | Neuro2A IGF-stimulated pAkt S473 HTRF, 20 min; active compounds read low | activity change, % for hits at 50 µM | hit rate 0.32% among 360,000 | AID 651550; in the data active = activity change below about -80%; inconclusive = mostly about -51% to -80%; note: % is set by controls: 0 for no effect and ±100 for the full control effect
#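 Neuro2A cells (4,500/well, DMEM with 0.5% FBS) were treated with compound at a single 50 µM final concentration, stimulated with 6 nM IGF for 20 min at 37 °C, and lysed. Phospho-Akt Ser473 was read by HTRF as 665/615 ratio ×10^4.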
# TGFb SMAD3 inh: TGF-b pathway inhibition | AID 588855 | HepG2 CAGA-GFP TGF-b/SMAD3 reporter, GFP fluorescence, 18 h; TGF-beta stimulated, 500 pg/mL final | hit rate 1.2% among 410,000 | Potency, µM (highest dose often 46.1 µM), without a hit: at the top dose activity, negative = inhibition, usual class: inhibitors; note: potency is the fitted concentration of half-maximal effect; % is set by controls: 0 for no effect and ±100 for the full control effect; nearly all actives have a fitted effect of over 65% in size
#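 Inhibition of TGF-beta-driven CAGA-GFP reporter expression in HEPG2 cells is measured by cellular GFP fluorescence after 18 h stimulation with 500 pg/mL recombinant TGF-beta in 1% FBS medium at 37 degrees C.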
# * marks the source's active call; other numbers are inactive results; i = inactive; ? = inconclusive; nt = no result given; [ ] = remark or other dose. Unless noted, calls come from the whole dose curve; as a rule, active = well fitted curve in the direction sought with a large enough effect; inconclusive = small, poorly fitted or top-dose-only effect, or another doubt; inactive = no such curve, though single readings can be large; an effect the other way counts as inactive or inconclusive.
nr	Compound	CCT chaperon mod	Nrf2 block	Abeta rescue	MmCpn inh	Nrf2 activator	A549 viability	HepG2 tox	Akt phos inh	TGFb SMAD3 inh
1	CCCN(CCC)CC(O)COc1ccc([N+](=O)[O-])cc1 (stereo not drawn)	-0.6	5%	10%	-4%	-0.9%	-4%	-3%	i	-1%
2	CN(C1CCCCC1)S(=O)(=O)c1ccc2c(c1)c(=O)c(C(=O)NCCCN1CCCC1)cn2C	1.5	12%	-7%	1%	0.6%	6%	-32%	i	6%
3	C/C=C(\C)C(=O)Nc1cccc(C2=NOC3(C2)C[C@H](C(N)=O)N(C(=O)c2cc([N+](=O)[O-])cc([N+](=O)[O-])c2)C3)c1 (stereo partly drawn)	0.4	2%	0%	1%	0.5%	2%	-12%	i	3%
4	COc1cc(C2Nc3cccc4cccc(c34)N2)cc(OC)c1OC(C)=O	1.8	-22%	-12%	1%	9.7%	-24%	2%	i	-10%
5	Cc1cccn2c(=O)c3cc(C(=O)NCCN4CCOCC4)c(=N)n(CCCN4CCOCC4)c3nc12	0.5	-4%	-1%	2%	3.2%	?	-2%	i	-12%
6	N#CCOc1nc(N2CCCCC2)nc(N2CCCCC2)n1	-1.3	?	-1%	0%	3.5%	-4%	-17%	i	-4%
7	COc1ccc(OC)c(-n2c(SCC(=O)Nc3cccc(S(N)(=O)=O)c3)nc3ccccc3c2=O)c1	-40*	-6%	-5%	-7%	0.0%	-11%	1%	i	7%
8	COc1ccc(CC(=O)Nc2ccc(-c3ccc4nnc(C)n4n3)cc2)cc1OC	-2.1	?	0%	-10%	?	-7%	-24%	i	12%
9	O=C(O)/C(=C\c1ccccc1OC(F)F)Sc1nnc(-c2ccc(F)cc2)o1	1.9	-15%	22%	1%	?	1%	-14%	i	2%
10	COCCCNC(=S)N/N=C/c1cccc(OC)c1O	-2.4	-14%	-9%	-4%	13%	-1%	-48%	i	?
11	CCc1ccc(NS(=O)(=O)c2ccc3oc(=O)ccc3c2)cc1	-2.3	?	3%	4%	1.1%	0%	-1%	i	?
12	COC(=O)c1ccccc1NS(=O)(=O)c1ccc(Cl)nc1	0.5	3%	-9%	1%	10%	9%	-18%	i	8%
13	Cc1ccc(-n2c(SCC(=O)N3CCCCC3)nc(O)cc2=O)cc1	1.9	3%	-3%	0%	-1.1%	1%	-4%	i	-2%
14	CCOC(=O)c1c(Cc2ccc(Cl)cc2)c[nH]c1C	-0.1	?	-2%	1%	5.3%	0%	-36%	i	?
15	COc1ccc(C(=O)Nc2ccccc2SCc2cc(=O)c3cccc(C)c3[nH]2)cc1	nt	nt	-10%	nt	4.6%	-8%	-4%	nt	-33%
16	COc1ccccc1N1CCN(C2=Nc3cccc4cccc2c34)CC1	-0.4	?	-6%	-4%	6.1%	?	-20%	i	-14%
17	N#Cc1c(-c2ccccc2)cc(-c2ccccc2)nc1SCC(=O)NCC(=O)O	0.3	-4%	2%	-2%	-0.7%	1%	-58%	i	-1%
18	CCN(CC)c1ccc(C(=O)c2cnc(/N=C/N(C)C)s2)cc1	-1.2	4%	0%	-11%	3.1%	-15%	0%	i	19%
19	Cc1ccc(Cc2c(-c3ccccc3)nc3cc(C)c(Br)c(C)n23)cc1	-3.1	nt	-9%	nt	11%	nt	-31%	i	?
20	CCN(C(=O)Cn1cc(S(=O)(=O)N2CCN(c3ccccc3F)CC2)c2ccccc2c1=O)c1ccc(C)c(C)c1	nt	20%	-1%	nt	-1.4%	5%	-15%	nt	-17%
21	CC(=O)N1Cc2cc(C(=O)NCC(F)(F)F)nc(-c3cccc(-c4cc5ccccc5o4)c3)c2[C@H]1CCO	-2.7	nt	-21%	nt	9.7%	nt	nt	i	nt
22	O=C(c1cnn2c(C(F)F)cc(-c3ccccc3)nc12)N1CCc2ccccc2C1	-1.5	23µM*	-34%[inhibitor]	-1%	0.4%	?	0%	i	-30%
23	Cc1ccc(C(C)C)c(OCC(=O)Nc2ccc3c(c2)nc(CCNC(=O)c2ccco2)n3C)c1	nt	11%	3%	nt	-0.7%	-2%	-5%	nt	0%
24	Cc1cc(NC(=O)CSc2ccc(F)cc2)no1	-2.8	-5%	2%	1%	0.2%	8%	-4%	i	-24%
25	COc1ccc(C(=O)NCc2nnc(SCC(=O)NC3CCCCC3)o2)cc1	1.9	-5%	8%	-1%	-1.1%	-3%	9%	i	4%
26	CC(C)(C)c1ccc(OCCC(=O)OCC(=O)NCc2ccccc2)cc1	-1.3	-18%	13%	-3%	-0.8%	-4%	1%	i	17%
27	COc1ccc(CN(C)C(=O)c2ccc(COc3ccccc3)cc2)c(OC)c1	2.6	?	-16%	2%	0.0%	-4%	-3%	i	?
28	CCOC1=C2[C@@H](CN(S(=O)(=O)c3ccc(C)cc3)[C@H]2c2ccc(CC)cc2)[C@H]2C(=O)N(c3ccccc3)C(=O)[C@H]2C1	0.5	nt	-13%	nt	-1.1%	nt	-40%	i	-29%
29	OC(c1ccc(F)c(F)c1)c1ncc(-c2ccc(Cl)cc2)[nH]1 (stereo not drawn)	1.1	nt	13%	nt	0.1%	nt	-20%	i	-6%
30	O=C(c1ccc(=O)oc1)N1CCN(C(c2ccccc2)c2ccccc2)CC1	1.2	nt	24%	-2%	-0.3%	?	2%	nt	-22%
31	CCc1ccc(NC(=O)C/C(C)=N/NC(=O)COc2ccc(C)cc2Br)cc1	-0.2	-4%	0%	2%	0.6%	0%	-32%	i	?
32	CCCC(=O)OCc1cnc(C)c2oc(=O)c(C(=O)Nc3ccc(F)cc3C)cc12	nt	nt	16%	nt	4.1%	5%	-1%	nt	-11%
33	O=S(=O)(NC1CCN(Cc2ccccc2)CC1)c1cccc2cccnc12	-0.2	nt	-1%	-4%	0.4%	8%	-30%	i	-4%
34	Cc1ccc(S(=O)(=O)NCC2CCC(C(=O)NCc3ccco3)CC2)cc1 (stereo not drawn)	-1.4	10%	-9%	-2%	2.7%	3%	-16%	i	?
35	COc1cc(/C=N/NC(=O)c2cccc(S(=O)(=O)N3CCCCC3)c2)cc(Br)c1O	0.6	38%	-7%	0%	1.7%	-5%	-29%	i	?
36	CC(C)CN(C(=O)COC(=O)C12CC3CC(CC(O)(C3)C1)C2)c1c(N)n(Cc2ccccc2)c(=O)[nH]c1=O	1.4	nt	-2%	nt	2.6%	nt	6%	i	-7%
37	COc1ccc(-c2csc(NC(=O)CN3C(=O)NC4(CCCC4)C3=O)n2)cc1OC	0.4	-10%	1%	0%	3.6%	-10%	8%	i	10%
38	CNC(=O)CSc1nc(-c2ccccc2)c(-c2ccccc2)[nH]1	0.4	7%	?	-1%	0.3%	7%	-3%	i	-3%
39	N/C(=N\NS(=O)(=O)c1ccc(Cl)cc1)c1ccccn1	-1.8	?	3%	nt	3.1%	1%	5%	i	2%
40	CCOC(=O)c1cc(C#N)c(SCC(=O)Nc2ccc(C(C)=O)cc2)[nH]c1=O	-1.2	8%	-14%	0%	0.5%	-6%	10%	i	-1%
41	Cc1n[nH]c(C)c1CN(C)C(=O)C1CCC(=O)N(CC2CCCCC2)C1 (stereo not drawn)	-1.7	8%	-11%	-1%	-0.2%	-2%	-68%	i	1%
42	Cc1nn(C)c(C)c1S(=O)(=O)N1CCC(C(=O)NC(C)c2ccccc2)CC1 (stereo not drawn)	-0.1	10%	-2%	4%	0.1%	-2%	7%	i	14%
43	C[C@@H]1CN([C@@H](C)CO)C(=O)c2cc(NC(=O)c3ccccc3)ccc2O[C@@H](C)CCCCO[C@@H]1CN(C)Cc1ccc(C(F)(F)F)cc1	-2.7	nt	9%	nt	0.0%	nt	-30%	i	-12%
44	Cc1cccc(C)c1NC(=O)CNC(=O)c1cncc(Br)c1	0.7	15%	3%	3%	-1.1%	1%	9%	i	1%
45	COc1cccc(-c2cnc3c(NC(C)=O)cc(-c4cccc(NS(C)(=O)=O)c4)cn23)c1	-2.3	nt	-4%	nt	9.7%	nt	-33%	i	-4%
46	CC(=O)C1=CCC(c2ccccc2Cl)N(S(=O)(=O)c2ccc(C)cc2)C1 (stereo not drawn)	0.8	nt	-18%	nt	?	nt	-9%	i	?
47	COc1ccc(NC(=O)NN(C(=O)c2ccccc2)C(C)(C)C)cc1	-1.9	?	-4%	-2%	-0.2%	-6%	-4%	i	?
48	COc1ccccc1C(=O)COC(=O)c1cnc(C)cn1	-3.1	3%	4%	1%	0.2%	-1%	-41%	i	20%
49	COc1ccc(Cc2nnc(NC(=O)CS(=O)(=O)c3ccccc3)s2)cc1OC	2.2	-19%	-2%	-2%	-0.8%	-15%	4%	i	1%
50	CCOC(=O)c1cnc(SCC(=O)N2CCC(C(N)=O)CC2)nc1N	1.8	1%	5%	-3%	-0.1%	-4%	0%	i	-3%
51	COc1ccccc1NS(=O)(=O)c1ccc(NC(=O)CCNC(=O)c2ccco2)cc1	1.5	13%	1%	1%	1.5%	2%	-3%	i	3%
52	Cc1onc(-c2c(Cl)cccc2Cl)c1/C(N)=N/OC(=O)C(C)(C)C	0.3	7%	1%	1%	-1.2%	8%	-4%	i	?
53	COc1nc(OC)nc(Oc2ccc([N+](=O)[O-])cc2Cl)n1	2.4	12%	-17%	-1%	12%	-1%	-2%	i	4%
54	Cc1ccccc1CNCc1ccc2c(c1)OCO2	-1.7	-7%	-15%	-1%	2.1%	1%	-19%	i	-16%

# Screening results as filed in PubChem.

# No enrichment for hits; any-hit rate near 4.3%.
